MC4R antagonist = MC4R antagonists of cAMP signaling, primary screen, cell-based, TR-FRET, antagonist arm of biased-ligand search. Melanocortin receptor 4 (Homo sapiens), P32245. MC4R-expressing cells, MTII-stimulated cAMP, LANCE TR-FRET. inhibition, % at 6.5 µM. 360,000 compounds, 0.48% hits;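 active means inhibition above its plate's cutoff, the mean of tested wells on that plate plus 3 SD, cut at about 29% in these data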;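 further: 0% = Melanotan II alone and 100% = Melanotan II plus saturating MCL0020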
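System – human MC4R-expressing U2OS cells · Also added – Melanotan II · Dosing – one concentration, 6.5 µM nominal · Timing – 30-min compound, 1-h challenge, 1-h detection, room temperature · Measured by – Eu-cAMP/anti-cAMP TR-FRET, emission 671 nm · Replicates – singlicate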
Granule exo inh = LAMP-1 surface exposure blockers, TALL-104 cells – cell-based, flow cytometry, MLPCN library, primary screen; inhibition, % at 10 µM; 360,000 compounds, 0.66% hits; TALL-104 LAMP-1 surface exposure; cells stimulated with thapsigargin and PMA;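 active means inhibition above about 55%, limit read from the data; inconclusive means no clear call, values can overlap the other calls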
ABHD5-PLIN5 inh = ABHD5-PLIN5 interaction inhibitors, primary screen, cell lysate, split luciferase complementation, luminescence; Perilipin-5 (Homo sapiens) + 1-acylglycerol-3-phosphate O-acyltransferase ABHD5 (Homo …; Split G. princeps luciferase complementation, 4 h; inhibition, % at 4 µM; 360,000 compounds, 0.78% hits;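 active means inhibition above the mean inhibition across every tested compound plus 3 SD, cut at about 22% in these data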;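 further: 0% = DMSO only wells and the 100% control is not disclosed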
Target sequence (Q00G26 whole entry, looked up): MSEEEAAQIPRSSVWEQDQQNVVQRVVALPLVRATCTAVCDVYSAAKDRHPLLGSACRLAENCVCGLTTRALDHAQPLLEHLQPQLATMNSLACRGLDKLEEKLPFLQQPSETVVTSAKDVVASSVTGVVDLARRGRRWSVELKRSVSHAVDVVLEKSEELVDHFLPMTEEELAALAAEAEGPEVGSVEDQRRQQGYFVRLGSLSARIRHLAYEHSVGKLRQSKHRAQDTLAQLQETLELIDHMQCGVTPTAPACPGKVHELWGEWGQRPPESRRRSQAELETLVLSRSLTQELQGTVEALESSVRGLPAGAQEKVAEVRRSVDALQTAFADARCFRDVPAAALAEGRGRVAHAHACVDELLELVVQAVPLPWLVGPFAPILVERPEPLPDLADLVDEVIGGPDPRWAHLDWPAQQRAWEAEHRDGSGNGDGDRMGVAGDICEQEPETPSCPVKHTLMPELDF
Target sequence (Q8WTS1 whole entry, looked up): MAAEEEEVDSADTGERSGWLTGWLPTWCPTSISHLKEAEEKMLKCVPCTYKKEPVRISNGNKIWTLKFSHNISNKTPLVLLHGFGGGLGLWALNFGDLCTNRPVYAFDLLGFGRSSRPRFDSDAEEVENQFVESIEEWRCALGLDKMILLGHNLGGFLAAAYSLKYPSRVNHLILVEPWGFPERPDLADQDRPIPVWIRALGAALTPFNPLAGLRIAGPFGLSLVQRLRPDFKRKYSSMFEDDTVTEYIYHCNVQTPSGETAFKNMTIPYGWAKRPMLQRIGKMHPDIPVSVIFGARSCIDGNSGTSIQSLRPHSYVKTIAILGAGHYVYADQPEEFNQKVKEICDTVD
ABCB6 inh MLPCN = ABCB6 transporter inhibitors, primary screen, K562-ABCB6 cells, flow cytometry, MLPCN library; fluorescence ratio to DMSO, % at 10 µM; K562-ABCB6 porphyrin accumulation, 1 h; active compounds read low; AID 602162, 2011; 360,000 compounds, 0.19% hits; ATP-binding cassette sub-family B member 6 (Homo sapiens), Q9NP58;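 active means fluorescence ratio to DMSO below 75%, the collection mean minus 3 SD; inconclusive means too few cells collected in the well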;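 further: signal is porphyrin accumulated inside mitochondria; 100% equals median channel fluorescence of DMSO control wells; lower ratio means ABCB6 inhibition with less porphyrin fluorescence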
NOD2-RIPK2 inh = NOD2-RIPK2 binding disruptors in cells, primary screen, fluorescence, CHO cells, BLA complementation | Receptor-interacting serine/threonine-protein kinase 2 (Homo sapiens), O43353 | CCF4 ratio | inhibition, % at 4.98 µM | 360,000 compounds, 0.38% hits | AID 624267, 2012; in the data active means inhibition above about 21%;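 further: 0% = vehicle only and 100% = reference blocker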
TLR9-MyD88 inh = inhibitors of TLR9-MyD88 association in cells, primary screen, cell-based, CHO, BLA complementation, fluorescence | AID 504734, 2011 | Toll-like receptor 9 (Homo sapiens) + Myeloid differentiation primary response protein … | CCF4 FRET ratio | 340,000 compounds, 0.21% hits | inhibition, % at 4.98 µM;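 active means inhibition above the mean over all tested compounds plus 3 SD, cut at about 21% in these data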;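 further: 0% = DMSO only wells and 100% = clavulanate BLA inhibitor control wells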
Glyco luc inh = increase of ERlucT glycosylation luciferase signal, primary screen, N-linked glycosylation inhibitor project, D54 ERlucT cells, luminescence, set 2; D54 ERlucT glycosylation luciferase reporter, 24 h; percent of 100 nM tunicamycin response; reporter increase, % at 12.5 µM; 360,000 compounds, 0.23% hits; AID 588692, 2011;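 active means mean luciferase reporter signal, scaled so untreated is 0 and the glycosylation-blocking control 100, at or above a set limit in every replicate; inconclusive means mean reaches the limit but not every replicate does; inactive means mean below the limit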;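 further: luciferase carries N-glycosylation sites so blocking glycosylation raises the light; 0% = median of neutral control wells and 100% = median of 100 nM tunicamycin wells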
aDG glyco up = activators of alpha-DG glycosylation, primary screen, uHTS, Pro5-aDG cells, AlphaScreen; alpha-DG glycosylation AlphaScreen (IIH6); 0% Pro5, 100% B10-LARGE cell signal; activation, % at 10 µM; 360,000 compounds, 0.22% hits; AID 624168, 2012;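 active means activation of at least 8% versus controls, or a plate z-score of at least 8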;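 further: Pro5 are CHO cells carrying HIG-tagged alpha-DG that lacks glycosylation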
Vif inh = HIV Vif self-association inhibitors, primary screen, imaging, HEK293T, single point; AID 602346, 2012; HEK293T cells, Vif self-association by quenched fluorescence, 24 h; inhibition, % at 7.49 µM; 340,000 compounds, 0.35% hits; in the data active means inhibition above about 50%, passing the limit was not always enough; inconclusive means no clear call, values can overlap the other calls; inactive means below about 31%; further: some results filed as inactive read as strong as hits
MC4R ag barr = MC4R agonists recruiting beta-arrestin, primary screen, cell-based, luminescence, agonist arm of biased-ligand search; U2OS MC4R beta-arrestin complementation; percent of melanotan II response, DMSO zero; activation, % at 8.9 µM; 360,000 compounds, 0.98% hits; AID 540308, 2011;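 active means activation above a per-plate cutoff, the mean activation of sample wells on that plate plus 3 SD, cut at about 8% in these data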
Active calls of the source: *; ? = inconclusive; · = not tested or not shown.

SMILES	MC4R antagonist	Granule exo inh	ABHD5-PLIN5 inh	ABCB6 inh MLPCN	NOD2-RIPK2 inh	TLR9-MyD88 inh	Glyco luc inh	aDG glyco up	Vif inh	MC4R ag barr
COc1ccccc1CCC(=O)Nc1ccc(OC)c(S(=O)(=O)N2CCCCC2)c1	2.5	-2.8	1.0	96.0	5.8	-7.0	-0.6	-0.2	-7.3	-0.1
Cc1[nH]c(=O)[nH]c(=O)c1CSc1nnc([C@H](CC(C)C)NC(=O)OC(C)(C)C)o1	-0.2	-3.3	3.7	101.0	7.5	-7.4	0.8	-0.1	-3.5	-1.2
Cc1cccc(N(C(=O)Cn2nnc3ccccc32)C(C(=O)NCc2ccco2)c2ccncc2)c1 (stereo not given)	16.5	-2.4	3.0	97.0	-0.2	-7.8	0.4	0.6	-1.1	3.3
COc1ccc(CCN(C)S(=O)(=O)c2cn(C)c(=O)n(C)c2=O)cc1OC	2.9	3.5	0.4	99.0	-4.5	-5.6	1.8	1.1	9.8	-2.6
CC1(C(=O)NS(=O)(=O)C2CC2)CCCN(C(=O)c2cccnc2Oc2ccccc2)C1 (stereo not given)	1.9	-4.9	-5.4	101.0	-8.0	·	1.3	0.4	3.8	-0.9
CCCc1ccc(C(O)c2ncc(-c3cccc(F)c3)[nH]2)cc1 (stereo not given)	-4.7	-9.3	-7.8	97.0	-7.4	·	-0.9	0.1	-2.9	0.3
CCOC(=O)[C@@H]1[C@H]2COc3cc(OC)ccc3[C@H]2N2C(=O)N(c3ccccc3)C(=O)[C@]12C	1.7	-5.7	-1.0	98.0	-0.2	5.9	-1.0	0.0	-6.7	-0.8
O/N=C(/c1ccccc1)c1cc2cc(Br)cc(Br)c2o1	19.8	-23.1	-3.4	96.0	5.7	10.6	1.1	-0.1	-3.4	5.4
Cc1ccc(OCC(O)CN2CC3(C)CC2CC(C)(C)C3)cc1 (stereo not given)	21.2	-9.1	-2.2	97.0	3.1	-4.4	-2.3	0.4	-4.3	-0.2
Cc1ccccc1CN(C)CC(=O)Nc1cccc(S(=O)(=O)N(C)c2ccccc2)c1	5.1	54.0	-5.8	95.0	-6.3	3.5	-3.1	-0.1	-4.2	-2.1
COc1cc(-n2c(=O)c3ccccc3n(Cc3cccnc3)c2=O)cc(OC)c1OC	-2.1	0.2	-4.2	103.0	1.6	-0.3	1.3	-0.3	8.7	-2.5
Cc1oc2c(CN3CCCC3)c(O)ccc2c(=O)c1-c1ccccc1	10.1	-3.0	-3.9	97.0	-17.1	-5.2	-0.5	0.0	0.2	-4.6
O=C1c2ccccc2C(=O)N1CCCSc1nc2ccccc2o1	7.5	-2.8	-7.4	108.0	5.3	-0.3	-1.4	-0.1	?	-1.9
COc1ccc(CC(=O)NCc2ccccc2)cc1S(=O)(=O)N1CCOCC1	-2.0	3.0	0.7	94.0	-6.9	-2.8	-0.4	0.0	5.3	-0.8
Cc1ccc(OCC(=O)Nc2cc(S(=O)(=O)N3CCCCC3)ccc2N2CCN(C)CC2)c(C)c1	5.5	36.0	-8.5	100.0	7.7	-6.6	-5.2	-0.3	-15.1	6.6
O=C(Nc1cccc2ccccc12)c1ccc([N+](=O)[O-])s1	0.5	4.6	-9.6	99.0	13.8	2.7	-1.2	12.5*	5.2	-2.4
Cc1nn(Cc2ccccc2Cl)c(C)c1NC(=O)c1nc2ncccn2n1	-6.2	-5.1	-9.3	101.0	-1.7	-3.5	5.3	3.3	5.4	-1.3
CCOC(=O)C(CCCCCOc1ccccc1[N+](=O)[O-])C(=O)OCC	0.7	-2.8	-1.5	90.0	-3.8	10.0	-0.7	0.0	-2.5	1.9
COCCN(C(=O)c1ccc(N2CCCC2=O)cc1)c1c(N)n(CC(C)C)c(=O)[nH]c1=O	-1.4	-0.4	2.2	93.0	-6.6	1.0	0.2	0.0	8.4	-0.8
CCC(=O)c1ccc(OCCSc2ncccn2)cc1	-0.1	4.5	0.0	102.0	-12.8	10.7	-6.4	0.0	-1.9	-0.3
O=c1c2ccccc2nc(SCc2cccc(F)c2)n1-c1cccc(S(=O)(=O)N2CCCC2)c1	5.3	8.2	-10.1	97.0	-3.3	3.9	-6.0	-0.1	7.7	-0.3
CCCCN1C(=O)C(CC(=O)NC2CCCC2)CC(C(=O)N(CC)CC)=C1C (stereo not given)	-6.9	-7.4	-4.7	85.0	-0.7	-6.9	0.3	-0.1	0.7	1.3
Cc1ccc(NC(=O)CSCC(=O)NNC(=O)c2ccoc2C)cc1	3.3	40.9	1.8	98.0	4.1	6.8	1.6	-0.1	1.8	-0.8
CC1CC(=O)c2cnc(Nc3ccccc3)nc2C1 (stereo not given)	-1.7	3.2	3.1	99.0	-11.9	-6.1	-2.2	-0.3	28.9	0.4
COCCNC(=O)CSc1nccn1Cc1ccc2c(c1)OCO2	9.3	2.0	-1.8	98.0	0.4	-3.9	1.4	0.0	-1.3	-1.4
Cc1cc(C(=O)OCC(=O)N2CC(=O)Nc3ccccc32)c(C)n1-c1ccc(F)cc1	8.4	8.3	5.3	93.0	0.1	5.5	-2.9	-0.1	-22.8	-0.8
COc1ccc(CCN(C)CC(=O)Nc2c(C)cc(C)cc2C)cc1OC	-5.7	-4.2	9.0	101.0	5.6	-22.4	-0.1	-0.2	5.2	-1.2
CCc1ccccc1NC(=O)NC1CC2CCC(C1)N2Cc1ccco1 (stereo not given)	-4.0	5.3	-1.5	95.0	4.1	-14.5	2.1	0.7	0.8	0.1
COc1ccc(N2CCN(C(=O)CCCn3c(=O)[nH]c4cc(Cl)ccc4c3=O)CC2)cc1	13.7	-1.6	-0.9	93.0	2.5	-11.3	-4.1	-0.2	3.5	-0.2
Cc1cccc(NC(=S)NCC(c2cccnc2)N2CCOCC2)c1 (stereo not given)	6.0	-6.6	-2.8	101.0	-4.5	1.1	0.6	0.1	21.2	0.5
Cc1cc(C)cc(NC(=S)NCc2ccc3c(c2)OCO3)c1	18.0	4.7	-6.1	102.0	8.4	5.1	1.4	0.3	11.6	-0.1
CCN(C(=O)C1CCCN(c2nc(-c3ccc(OC)cc3)no2)C1)c1ccccc1F (stereo not given)	6.0	7.4	-6.1	99.0	0.8	-5.9	-4.8	-0.1	4.9	2.5
CCCCn1c(=O)[nH]c(=O)c2c1nc(-c1ccc3ccccc3c1)n2CC	2.8	16.2	8.3	88.0	-4.9	1.9	-1.7	-0.2	-2.2	4.5
Cc1ccc(Cl)c(NC(=O)CN2C(=O)C(C)N(c3ccc(F)cc3)C2=O)c1Cl (stereo not given)	3.2	-1.6	-7.2	91.0	-6.4	5.5	-0.1	-0.1	-1.3	-0.8
COc1cccc2sc(Nc3nc(-c4ccncc4)cs3)nc12	-12.7	-1.1	2.2	100.0	-7.5	-3.1	8.0	0.0	-5.2	0.5
C#CCCOC(=O)N1C2=NC(C(=O)OC)=C(C(=O)OC)[C@@H]3N(C)c4ccc(OC)cc4[C@]23C[C@H]1C(=O)OC	15.4	0.4	4.9	102.0	-6.1	4.8	22.2	-0.2	·	-1.1
Cc1ccc(N2CCN(C(C(=O)Nc3c(C)cccc3C)c3ccccc3OC(F)(F)F)CC2)cc1 (stereo not given)	·	5.1	-6.1	·	-5.7	·	·	-0.1	·	·
COc1cc(CN2CCN(Cc3ccc(C)cc3)CC2)c([N+](=O)[O-])cc1OC	15.3	5.6	2.7	102.0	5.9	3.8	1.1	1.4	-3.3	-1.9
O=[N+]([O-])c1cccnc1N1CCC(c2cc(-c3ccc(Cl)cc3Cl)n[nH]2)CC1	7.5	5.2	-11.8	94.0	-3.4	15.4	-3.2	-0.1	-2.7	-2.5
O=C(NCCc1ccccc1)c1coc(=O)c(Br)c1	-6.5	3.5	9.3	102.0	2.5	1.0	22.1	-0.1	-8.7	0.4

Brought forward from above: two entries, followed by the next part.
SMILES	MC4R antagonist	Granule exo inh	ABHD5-PLIN5 inh	ABCB6 inh MLPCN	NOD2-RIPK2 inh	TLR9-MyD88 inh	Glyco luc inh	aDG glyco up	Vif inh	MC4R ag barr
O=[N+]([O-])c1cccnc1N1CCC(c2cc(-c3ccc(Cl)cc3Cl)n[nH]2)CC1	7.5	5.2	-11.8	94.0	-3.4	15.4	-3.2	-0.1	-2.7	-2.5
O=C(NCCc1ccccc1)c1coc(=O)c(Br)c1	-6.5	3.5	9.3	102.0	2.5	1.0	22.1	-0.1	-8.7	0.4
O=C(c1cccc(C(F)(F)F)c1)N1CCC(O)(CS(=O)(=O)Cc2ccccc2Cl)CC1	1.9	1.2	0.7	97.0	14.3	-1.8	0.7	2.0	-2.0	-0.5
CCOC(=O)c1sc(N/N=C/c2ccc(N(C)C)cc2)nc1C	4.2	-3.6	5.2	102.0	-14.2	-6.0	-0.3	0.0	-1.8	0.0
CCOc1ccc(-n2c(SCC(=O)NCc3ccco3)nc3ccccc3c2=O)cc1	16.0	-4.0	5.1	100.0	-3.5	-4.1	-2.3	0.3	-1.6	-1.8
CCOC(=O)c1oc2nc(C)c3c(c2c1N)CC(C)(C)OC3	2.5	-1.3	-2.7	86.0	2.9	-8.8	3.9	-0.2	9.1	-1.7
CSCCC(NS(=O)(=O)c1ccccc1F)C(=O)N1CCCCCC1 (stereo not given)	3.9	2.5	-0.4	103.0	-14.8	-4.9	0.7	0.0	5.7	-0.7
Cn1c(=O)n(C)c2cc([N+](=O)[O-])c(N3CCN(C(=O)c4ccccc4Cl)CC3)cc21	4.1	-0.7	-2.2	102.0	-0.2	-0.6	5.6	1.5	-5.6	-1.2
Oc1csc(Cc2nc(-c3ccc4ccccc4c3)cs2)n1	5.2	1.0	-6.4	97.0	-10.9	-0.8	2.7	-0.5	-17.5	-0.5
Cc1nc(NC(=O)c2ccccc2)sc1-c1csc(NCc2ccccc2)n1	11.7	-1.1	-17.4	108.0	0.7	-2.0	-5.7	0.9	-2.6	-0.4
CC1Oc2ccccc2OC1(O)c1ccc2ccccc2n1 (stereo not given)	-4.7	3.2	1.1	97.0	-6.3	-11.7	0.4	-0.2	4.7	-0.5
CCn1c(=O)n(CC(=O)Nc2ccc(F)cc2)c(=O)c2ccccc21	0.2	2.5	-2.2	78.0	-11.2	5.8	0.5	-0.6	-0.6	-0.3
FC(F)(F)c1ccc(Cl)c(-n2c(-c3cc(-c4ccco4)[nH]n3)n[nH]c2=S)c1	8.0	-6.3	-9.8	92.0	-11.7	-5.2	6.4	0.0	0.5	-1.2

These rows are one share of the data. The share of hits here may be higher or lower than overall.
